# Pol kappa inh – blocks human DNA polymerase kappa activity; purified Pol kappa, fluorescent DNA synthesis assay, 10 min; Q9UBT6; Potency, µM (series often up to 107 µM), inactives show at the highest dose activity, negative = inhibition, hits mostly inhibitors; AID 588579; hit rate 0.53% among 400,000; note: potency is the fitted concentration of half-maximal effect; % is set by controls: 0 for no effect and ±100 for the full control effect
#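 Kinetic fluorescence screen: compound preincubated 15 min RT with 10 nM enzyme; 50 nM substrate (final) initiates; reads at 0/10 min.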
# POLB inh – inhibitors of human DNA polymerase beta; P06746; Pol beta primer extension/strand displacement, fluorescence kinetic; Potency, µM (series often up to 114 µM), inactives show at the highest dose activity change, negative = inhibition, actives largely listed as inhibitors; hit rate 1.3% among 340,000; note: potency is the fitted concentration of half-maximal effect; % is set by controls: 0 for no effect and ±100 for the full control effect
#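 Curves were derived by four-parameter Hill fits of normalized qHTS data. The kinetic fluorescent primer-extension read was taken at 0 and 10 min after 50 nM substrate, following a 15 min room-temperature preincubation of 10 nM enzyme with compounds.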
# ALOX12 inh – inhibitors of human 12S-lipoxygenase ALOX12; hit rate 1.1% among 580,000; purified 12hLO, xylenol orange hydroperoxide absorbance; P18054; Potency, µM (doses to about 108 µM), for the others: at the highest dose activity change, negative = inhibition, hits mostly inhibitors; note: potency is the fitted concentration of half-maximal effect; % is set by controls: 0 for no effect and ±100 for the full control effect
#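 Purified human 12hLO (150 nM final) in 25 mM Hepes, 0.01% Triton X-100, pH 7.0 was preincubated 15 min at room temperature with compound. Then 40 uM arachidonic acid was added, 30 min. Hydroperoxide was read by Fe-XO absorbance ratio 573/405 nm.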
# APE1 inh – blocks human APE1 abasic DNA cleavage; P27695; recombinant APE1, TAMRA/BHQ-2 abasic DNA cleavage fluorescence; Potency, µM (highest dose often 65.8 µM), for the others: top-dose activity change, negative = inhibition, most hits filed as inhibitors; hit rate 0.35% among 350,000; AID 2517;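 note: potency is the fitted concentration of half-maximal effect; plate controls were vehicle for no effect and reference inhibitor for full effect; nearly all actives have a fitted effect of over 55% in size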
#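 Incision of a quenched TAMRA/BHQ-2 THF abasic-site duplex (50 nM) by 0.75 nM APE1, after 15 min compound preincubation, measured as fluorescence increase over three 60 s reads. Values normalized to buffer, DMSO and NSC13755 control wells.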
# RGS4 inhibitor – inhibitors of human regulator of G protein signaling 4. P49798. Transcreener GDP fluorescence polarization, RGS4-accelerated GTP hydrolysis. Potency, µM (highest dose often 114 µM), without a hit: top-dose activity change, negative = inhibition, most hits filed as inhibitors. hit rate 0.039% among 390,000. AID 504845; note: potency is the fitted concentration of half-maximal effect; % is set by controls: 0 for no effect and ±100 for the full control effect; nearly all actives have a fitted effect of over 75% in size; some results filed as inactive show a strong effect at the top dose
# Target sequence (P49798 whole entry, looked up): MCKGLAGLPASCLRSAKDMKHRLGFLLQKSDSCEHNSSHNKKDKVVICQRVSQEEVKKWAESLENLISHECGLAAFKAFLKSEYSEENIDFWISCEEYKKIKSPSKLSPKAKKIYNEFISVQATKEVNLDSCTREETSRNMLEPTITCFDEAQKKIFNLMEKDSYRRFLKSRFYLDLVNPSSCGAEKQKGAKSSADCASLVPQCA
#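 MLSMR compounds (23 nl, pin-transferred) preincubated 10 min at room temperature with a 500nM (2x) first reagent, then RGS4 at 900nM (2x) plus Transcreener GDP mix added; fluorescence polarization (620/688 nm) read before and after 90 min at 30 °C.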
# LDHA block – inhibitors of human lactate dehydrogenase A; purified LDHA, NADH/diaphorase-resazurin fluorescence; stronger effect = lower value; activity change, % (values are at about 110 or 230 µM); hit rate 0.15% among 480,000; in the data active = activity change below about -30%; inconclusive = mostly about -25% to -30%;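 note: plate controls were DMSO wells for no effect and wells without enzyme for full effect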
#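 Remaining NADH was detected by diaphorase (0.133 mg/mL) converting 37 µM resazurin to fluorescent resorufin, read at 0 and 20 minutes. The preceding 5-minute room-temperature reaction used 2 nM LDHA, 0.2 mM sodium pyruvate and 0.06 mM NADH at pH 7.4.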
# Pol eta inh – DNA polymerase eta (human) inhibition. recombinant Pol eta, fluorescent DNA replication assay. Q9Y253. AID 588591. Potency, µM (doses to about 114 µM), for inactives: top-dose activity change, negative = inhibition, actives largely listed as inhibitors. hit rate 1.2% among 390,000; note: potency is the fitted concentration of half-maximal effect; % is set by controls: 0 for no effect and ±100 for the full control effect
# Target sequence (Q9Y253 whole entry, looked up): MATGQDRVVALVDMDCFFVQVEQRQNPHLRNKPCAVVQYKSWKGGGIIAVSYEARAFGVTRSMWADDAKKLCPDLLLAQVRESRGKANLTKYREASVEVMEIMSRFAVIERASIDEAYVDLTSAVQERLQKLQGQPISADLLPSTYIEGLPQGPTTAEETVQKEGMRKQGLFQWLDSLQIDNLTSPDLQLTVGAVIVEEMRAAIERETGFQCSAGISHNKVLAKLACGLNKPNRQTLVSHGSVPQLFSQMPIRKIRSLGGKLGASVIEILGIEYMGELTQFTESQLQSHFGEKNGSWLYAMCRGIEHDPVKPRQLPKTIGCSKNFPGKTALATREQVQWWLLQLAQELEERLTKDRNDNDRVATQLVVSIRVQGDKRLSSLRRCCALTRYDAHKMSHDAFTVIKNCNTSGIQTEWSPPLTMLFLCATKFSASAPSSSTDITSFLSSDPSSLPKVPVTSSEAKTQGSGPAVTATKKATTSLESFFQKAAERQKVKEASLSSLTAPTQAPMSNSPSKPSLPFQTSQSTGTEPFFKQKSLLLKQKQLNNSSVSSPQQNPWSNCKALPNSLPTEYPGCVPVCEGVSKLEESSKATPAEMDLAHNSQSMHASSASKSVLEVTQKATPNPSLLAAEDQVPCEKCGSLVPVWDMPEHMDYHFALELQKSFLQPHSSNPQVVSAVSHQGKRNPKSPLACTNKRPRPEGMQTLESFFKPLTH
#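 Pol eta (10 nM) was preincubated with compounds for 15 min at room temperature, after which fluorescent replication substrate (50 nM final) was added to start the reaction. Fluorescence was read kinetically at 0 and 10 min.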
# Apoferritin bind – binds horse apoferritin like a general anesthetic; apoferritin/1-aminoanthracene competitive binding, fluorescence; Potency, µM (titrated, usually from 77.5 µM), for the others: at the highest dose activity change, negative = displacement, usual class: inhibitors; hit rate 0.074% among 350,000; note: potency is the fitted concentration of half-maximal effect; % is set by controls: 0 for no effect and ±100 for the full control effect; nearly all actives have a fitted effect of over 20% in size
# Target sequence (P02791 2-175 limits assumed): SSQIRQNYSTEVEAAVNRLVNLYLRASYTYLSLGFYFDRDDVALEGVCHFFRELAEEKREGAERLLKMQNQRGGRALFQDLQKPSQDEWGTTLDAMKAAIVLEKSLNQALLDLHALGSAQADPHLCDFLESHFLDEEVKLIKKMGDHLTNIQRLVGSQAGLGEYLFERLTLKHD
#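 Probe: 1-aminoanthracene (50% saturated, PBS). Protein: horse-spleen apoferritin, 10 uM. Incubation: 10 min, room temperature. Detection: 380 nm excitation, 535 nm emission. Analysis: normalized response, four-parameter Hill.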
# ERG-DNA inh – inhibitors of human ERG Ets domain-DNA interaction. hit rate 0.028% among 370,000. Potency, µM (titrated, usually from 76.9 µM), for the others: at the top dose FP activity, negative = inhibition, hits mostly inhibitors. P11308. fluorescence polarization, His-ERG Ets domain / labelled DNA; active = well fitted inhibition curve with a large enough effect in the polarisation, with a control signal flat; inconclusive = small, poorly fitted or top-dose-only effect, or effect the other way, or a change in a side signal; inactive = no such curve, though single readings can be large or run the other way; the % refers to the polarisation;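 note: polarization taken with two DNA probes labelled with fluorescein and Texas red; potency is the fitted concentration of half-maximal effect; % of control where 0% means no effect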
#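 His-tagged ERG Ets domain (1 uM in the protein solution; 300mM KCl, 50mM Tris-HCl, 1mM EDTA, 1mM DTT, pH 7.5) received compound, then a probe mix of 5 nM fluorescein-DNA and 100nM Texas-615-DNA. Fluorescence polarization was read for both dyes.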
# An asterisk follows results filed as active; u = inconclusive; x = not tested or not shown; & = joins results of further samples; [ ] = dose if it differs, or a comment. Unless noted, calls come from the whole dose curve; as a rule, active = well fitted curve in the direction sought with a large enough effect; inconclusive = small, poorly fitted or top-dose-only effect, or another doubt; inactive = no such curve, though single readings can be large; an effect the other way counts as inactive or inconclusive.
[1] CCOC(=O)c1sc(NC(=O)c2cccc(S(=O)(=O)N3c4ccccc4CC3C)c2)cc1C (centres undefined)
[2] Nc1c2c(nc3sc4c(c13)CCCC4)-c1ccccc1CC2
[3] O=C(NNc1ccccc1)C(=O)NNS(=O)(=O)c1ccc(CCCl)cc1
[4] COc1ccc(CCC(=O)N2CCN(c3cccc(C)c3C)CC2)cc1
[5] COC(=O)[C@@]1(Cc2ccc(F)cc2)[C@H]2c3cc(C(=O)N4CCCC4)n(Cc4ccccc4)c3C[C@H]2CN1C(=O)c1ccccc1
[6] Cc1ccc(S(=O)(=O)N2CCCCC2)cc1NC(=O)Cn1cnnn1
[7] Cc1cc(=O)c(C(=O)Nc2cccc(C(=O)NC3CC3)c2)nn1-c1ccccc1Cl
[8] CCOC(=O)c1c(NC(=O)c2ccc(S(=O)(=O)N(C)C3CCCCC3)cc2)sc2c1CCN(C(C)C)C2
[9] O=C(NNc1nc2c(F)cccc2s1)C1COc2ccccc2O1 (centres undefined)
[10] CC[C@@]12C(=O)N(c3cccc(Br)c3)C(=O)N1[C@H](c1ccc(OC)cc1)[C@@H]1C(=O)N(C(C)(C)C)C(=O)[C@@H]12
Compound	1	2	3	4	5	6	7	8	9	10
Pol eta inh	-15%	-5%	-8%	-19%	x	-4%	3%	-4%	-15%	-8%
ALOX12 inh	-5%	53%[activator]	u	-11%	-14%	-20%	-9%	-11%	16%	-10%
ERG-DNA inh	2%	-7%	-12%	-5%	x	0%	15%	3%	-1%	-3%
APE1 inh	-2%	-7%	u	5%	25%	-2%	43%	x	8%	3%
POLB inh	2%	0%	-3%	2%	x	11%	x	-12%	0%	x
Pol kappa inh	-10%	-15%	0%	3%	x	-6%	-3%	-12%[60.1 µM]	6%	-2%
RGS4 inhibitor	3%	14%	14%	13%	x	10%	5%	2%	-14%	-3%
Apoferritin bind	5%	3%	-7%	-2%	-8%	3%	x	126%[activator]	-8%	x
LDHA block	-10	-4	2	0	-5	-3	2	3	-1	0

# Compound profiles, from the list above.
# CC[C@@]12C(=O)N(c3cccc(Br)c3)C(=O)N1[C@H](c1ccc(OC)cc1)[C@@H]1C(=O)N(C(C)(C)C)C(=O)[C@@H]12 across the screens: Pol eta inh: -8%; ALOX12 inh: -10%; ERG-DNA inh: -3%; APE1 inh: 3%; POLB inh: x; Pol kappa inh: -2%; RGS4 inhibitor: -3%; Apoferritin bind: x; LDHA block: 0
# COC(=O)[C@@]1(Cc2ccc(F)cc2)[C@H]2c3cc(C(=O)N4CCCC4)n(Cc4ccccc4)c3C[C@H]2CN1C(=O)c1ccccc1 across the screens: Pol eta inh: x; ALOX12 inh: -14%; ERG-DNA inh: x; APE1 inh: 25%; POLB inh: x; Pol kappa inh: x; RGS4 inhibitor: x; Apoferritin bind: -8%; LDHA block: -5
# O=C(NNc1nc2c(F)cccc2s1)C1COc2ccccc2O1 (centres undefined) across the screens: Pol eta inh: -15%; ALOX12 inh: 16%; ERG-DNA inh: -1%; APE1 inh: 8%; POLB inh: 0%; Pol kappa inh: 6%; RGS4 inhibitor: -14%; Apoferritin bind: -8%; LDHA block: -1

# 2 compounds picked at random from the list so far, as already listed:
[3] O=C(NNc1ccccc1)C(=O)NNS(=O)(=O)c1ccc(CCCl)cc1
[2] Nc1c2c(nc3sc4c(c13)CCCC4)-c1ccccc1CC2
Compound	3	2
Pol eta inh	-8%	-5%
ALOX12 inh	u	53%[activator]
ERG-DNA inh	-12%	-7%
APE1 inh	u	-7%
POLB inh	-3%	0%
Pol kappa inh	0%	-15%
RGS4 inhibitor	14%	14%
Apoferritin bind	-7%	3%
LDHA block	2	-4

# (list continues)
[11] COc1ccc(OC)c(NC(=O)N2c3ccccc3Sc3ccccc32)c1
[12] CCCOc1ccc(-c2nc3ccccc3c(=O)o2)cc1
[13] COc1cc2[nH]c(=S)n(Cc3ccco3)c(=O)c2cc1OC
[14] NC(=O)CSCc1c(Cl)cccc1Cl
[15] O=C1Oc2ccccc2C(=O)/C1=C/N1CCN(c2ccccc2F)CC1
[16] CC1(C)Cc2ccccc2-c2nnc(SCC(=O)Nc3ccc4c(c3)OCO4)n21
[17] COc1ccc(CCNc2oc(COc3ccccc3F)nc2C#N)cc1
[18] COc1ccccc1C(=O)C(O)c1ccccc1OC (centres undefined)
[19] CCOc1ccc(N(CC(=O)NN=C2CCCC2)S(C)(=O)=O)cc1
[20] CCOC(=O)C1=C(O)/C(=C/c2ccc(OCC(=O)O)c(OC)c2)SC1=Nc1ccc(OC)cc1
Compound	11	12	13	14	15	16	17	18	19	20
Pol eta inh	-19%	-14%	-4%	-1%	-6%	-1%	-25%	3%	-15%	u
ALOX12 inh	u	0%	u	-7%	-25%	-5%	-25%&1%	-28%	-5%	-38%
ERG-DNA inh	3%	2%	-4%	x	0%	-4%	1%	3%	-2%	-10%
APE1 inh	x	x	14%	1%	-3%	1%	6%	1%	u	5%
POLB inh	23%	40%	-1%	2%	8%	1%	-4%	-17%	1%	4%
Pol kappa inh	-6%	-6%	-22%	-4%	-8%	-16%	-8%	-12%	7%	-3%
RGS4 inhibitor	7%	9%	3%	2%	-14%	9%	-15%	-6%	-17%	-18%
Apoferritin bind	59%[activator]	1%	-14%	4%	-6%	-2%	-11%	-1%	-6%	-15%
LDHA block	-5	-9	-6	-11	-1	-6	-1&1	1	-1	-2

[21] CC(=O)NCCNC(=O)[C@H](Cc1ccccc1)NC(=O)c1cccs1
[22] CC(=O)N1CCSc2ccc(S(=O)(=O)NCCc3ccc(C)cc3)cc21
[23] CCCCc1ccc(NC(=S)NCCc2ccc(S(N)(=O)=O)cc2)cc1
[24] COC(=O)c1ccccc1NC(=O)c1cccc(NC(=O)c2ccc(Br)o2)c1C
[25] COc1ccc(OCc2nc(N)nc(Nc3ccccc3)n2)cc1
[26] Cc1cccc(/C=C/c2ccccc2)n1
[27] CCN(CC)S(=O)(=O)c1ccc(NC(=O)COC(=O)c2cnc(C)cn2)cc1
[28] COc1ccc(C(C)=O)cc1CSc1nc(NCc2ccc(Cl)cc2)c2ccccc2n1
[29] COc1cc(/C=N\Nc2nc(-c3cccs3)c(NC(C)=O)s2)ccc1O
[30] COc1ccc(Cl)cc1NC(=O)CSc1nnc(CN2CCOCC2)n1-c1ccc(Cl)cc1
Compound	21	22	23	24	25	26	27	28	29	30
Pol eta inh	-8%	-3%	-6%	-4%	4%	-2%[57.1 µM]	-7%	-14%	-9%	-7%
ALOX12 inh	0%	-10%	-5%	-13%	u	0%&0%	-3%	-1%	u	-11%
ERG-DNA inh	-3%	4%	4%	1%	12%	x	-1%	10%	1%	-13%
APE1 inh	1%	-4%	u	-6%	-7%	u	0%	x	-1%	u
POLB inh	11%	41%	1%	-18%	-9%	-12%[57.1 µM]	3%	14%	-10%	1%
Pol kappa inh	-27%	-5%	-7%	-11%	-6%	8%[60.1 µM]	-13%	-1%[60.1 µM]	-5%	-6%
RGS4 inhibitor	-40%	19%	-1%	-2%	4%	0%[56.9 µM]	0%	-26%	-34%	8%
Apoferritin bind	-3%	-6%	-13%	-13%	-9%	u	u	u	-13%	-10%
LDHA block	-4	1	-9	1	-4	x	-5	4	13	-5

[31] CCc1cccc(CC)c1N(COC)C(=O)Cn1c(CC)nc2ccccc21
[32] C=C[C@H](CC(C)C)N(Cc1ccccc1)S(=O)(=O)N(Cc1ccccc1)[C@@H](C=C)CC(C)C
[33] Cn1cnnc1SCC(=O)Nc1ncc([N+](=O)[O-])s1
[34] O=C(CSc1nc2ccccc2[nH]1)N/N=C/c1ccncc1
[35] CCN(C(=O)c1c(C)noc1C)c1c(N)n(Cc2ccccc2)c(=O)[nH]c1=O
[36] Nc1nc(-c2ccc(F)cc2)cs1
[37] O=C(NCc1cccnc1)C(=O)NCC(c1ccco1)N1CCN(c2ccccc2)CC1 (centres undefined)
[38] COc1c(Cl)ccc(Cl)c1C(=O)NC(=O)Nc1nc(C)cc(C)n1
[39] O=C(NNC(=O)C1CCCC1)c1cc([N+](=O)[O-])cc([N+](=O)[O-])c1
[40] O=C(CN1C(=O)S/C(=C\c2ccc(F)cc2)C1=O)NCCCn1ccnc1
[41] O=C(COC(=O)CCC(=O)c1ccc(F)cc1)NCc1ccccc1Cl
[42] COc1ccccc1N1CCN(CC(=O)Nc2c(C)n[nH]c2C)CC1
Compound	31	32	33	34	35	36	37	38	39	40	41	42
Pol eta inh	x	-13%	2.8µM*	2%	-13%	-11%	-9%	-21%	-6%	7%	-15%	-19%
ALOX12 inh	-6%	u	u	126%[activator]	u	-10%	-17%	-18%	3%	5%	1%	u
ERG-DNA inh	-17%	3%	-2%	-1%	-1%	4%	-3%	-12%	x	12%	7%	-10%
APE1 inh	x	9%	8.4µM*	2%	-2%	5%	0%	55%[activator]	14%	2%	-9%	0%
POLB inh	1%	x	x	u	x	13%	25%	7%	x	-10%	x	21%
Pol kappa inh	0%	-16%&12%	71µM*	-19%	-3%	-20%	-6%	0%	-2%	4%	-1%	-4%
RGS4 inhibitor	-10%	1%	-38%	19%	2%	-24%	13%	-2%	10%	-3%	19%	-31%
Apoferritin bind	-11%	x	x	-5%	x	-20%	-4%	-5%	x	-16%	x	-11%
LDHA block	-5	-2	-9	-3	-1	-5	-4	-2	3	0	-5	0

# Assay outcomes from PubChem BioAssay.

# A portion of the library, so the mix of outcomes need not match the whole.
